XBP1 UPR activ: activators of adaptive arm of unfolded protein response (XBP1) | CHO-XBP1 luciferase reporter, IRE1-XBP1 UPR activation, luminescence; percent of tunicamycin response, DMSO as zero | 0.33% of 330,000 active | activation, % at 20 µM | AID 463104;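 active = versus positive control, 20 µM dose yields 30% or more activation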;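 also: 100% = tunicamycin at 10 µg/mL and 0% = DMSO only wells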
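Material: CHO-XBP1 cells stably carrying IRE1-XBP1-driven luciferase reporter / Amount: 1000 cells per well / Compound: 20 µM, 1% DMSO / Times: 6 h treatment, 37 °C / Detection: luciferase luminescence / Measure: % activation of reporter signal versus tunicamycin and DMSO controls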
TIM10 inh: growth inhibitors of TIM10 yeast strain. 1.4% of 330,000 active. AID 463195. S. cerevisiae TIM10 strain growth, BacTiter-Glo luminescence, 24 h. inhibition, % at 10 µM;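 active = inhibition of 40% or more at the single tested concentration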;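 also: wild-type TIM10 isogenic control strain grown at permissive 25 °C; 0% = DMSO yeast wells and 100% = minimal medium wells without yeast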
APJ ag: activates the human apelin receptor APJ; P35414; CHO-K1 APJ PathHunter beta-arrestin, luminescence; 0% DMSO wells, 100% apelin; activation, % at 20 µM; 0.11% of 330,000 active;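 active = activation more than six SD over the plate average, tested at 20 µM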;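 also: 0% = DMSO alone and 100% = apelin-13 at 10 nM; some results filed as inactive read as strong as hits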
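Assay system: engineered CHO-K1 APJ arrestin reporter cells; Amount: 1000 CHO-K1 reporter cells seeded per well; Dosing: one dose, 20 µM compound, 1% DMSO; Times: compound stimulation 90 min at 25 °C, detection 60 min; Measured by: luminescent beta-gal fragment complementation, chemiluminescent substrate; Read-out: APJ–arrestin association signal; Controls: DMSO vs Apelin-13 10 nM.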
NALP3 yeast inh: blocks the NALP3 inflammasome reconstituted in yeast | 0.39% of 330,000 active | inhibition, % at 10 µM | Yeast reconstituted NLRP3/ASC/caspase-1, beta-gal luminescence, 24 h;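 active = inhibition of 50% or more; inactive = inhibition below 50%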;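 also: plate controls were induced DMSO wells for no effect and uninduced yeast grown without galactose for full effect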
tim10-1 inh: inhibits growth of tim10-1 mutant yeast. S. cerevisiae tim10-1 ts strain growth, BacTiter-Glo, 24 h. inhibition, % at 20 µM. 2.2% of 330,000 active;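 active = inhibition of at least 40%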;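 also: mutant grown at 25 °C; 0% = DMSO wells with yeast and 100% = wells holding no yeast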
tim23-1 inh: tim23-1 yeast growth inhibition; 1.3% of 330,000 active; S. cerevisiae tim23-1 growth, BacTiter-Glo luminescence, 24 h; AID 463212; inhibition, % at 20 µM;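 active = growth inhibition of the mutant yeast at or above 50%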;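 also: temperature-sensitive mutant grown at 25 °C; plate controls were DMSO-treated mutant yeast for no effect and medium wells lacking yeast for full effect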
NR3A LBD binder: modulators (binders) of human NR3A ligand-binding domain | NR3A LBD differential scanning fluorimetry, Tm shift; 0% = protein alone, 100% = glycine-bound protein | Tm shift relative to glycine control, % at 25 µM | 2.5% of 340,000 active | AID 1259313;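 active = melting temperature shift of at least 10% of the positive control shift, at one fixed dose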
CHOP UPR activ: activators of apoptotic arm of unfolded protein response (CHOP). CHO-CHOP luciferase reporter, UPR activation, luminescence; percent of tunicamycin response over DMSO baseline. AID 449763. 0.34% of 330,000 active. activation, % at 10 µM;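 active = at 10 µM dose, activation of 40% or more, normalized to positive control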;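 also: 100% = tunicamycin at 10 µg/mL and 0% = DMSO alone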
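Test system: CHO-CHOP cells, stable luciferase reporter of PERK-eIF2a-CHOP signalling | Quantity: 500 CHO-CHOP cells per well | Buffer or medium: F12 plus 10% serum | Compound dosing: 10 µM single point, 0.5% DMSO | Schedule: 6 h compound treatment, 37 °C | Signal: Luciferase luminescence | Control set: Tunicamycin high control, DMSO low control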
Mdm2 MdmX PPI: disrupts the human Mdm2-MdmX interaction | O15151+Q00987 | SaOS-2 split-luciferase Mdm2/MdmX complementation, luminescence | inhibition, % at 8 µM | 3% of 330,000 active | AID 485346;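 active = inhibition of at least 50% at 8 µM in the primary screen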
Target sequence (O15151 whole entry, looked up): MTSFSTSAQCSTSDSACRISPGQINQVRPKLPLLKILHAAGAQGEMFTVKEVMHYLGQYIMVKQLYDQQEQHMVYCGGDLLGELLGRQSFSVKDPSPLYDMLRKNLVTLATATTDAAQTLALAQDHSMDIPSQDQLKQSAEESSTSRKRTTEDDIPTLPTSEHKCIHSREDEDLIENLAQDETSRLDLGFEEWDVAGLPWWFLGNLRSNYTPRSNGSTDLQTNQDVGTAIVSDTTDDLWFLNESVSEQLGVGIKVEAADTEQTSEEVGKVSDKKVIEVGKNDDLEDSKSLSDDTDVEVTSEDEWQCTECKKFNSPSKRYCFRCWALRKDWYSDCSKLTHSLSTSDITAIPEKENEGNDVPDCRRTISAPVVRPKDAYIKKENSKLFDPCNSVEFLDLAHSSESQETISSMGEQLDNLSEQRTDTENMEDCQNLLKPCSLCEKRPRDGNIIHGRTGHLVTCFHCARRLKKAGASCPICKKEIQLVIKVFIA
Target sequence (Q00987 whole entry, looked up): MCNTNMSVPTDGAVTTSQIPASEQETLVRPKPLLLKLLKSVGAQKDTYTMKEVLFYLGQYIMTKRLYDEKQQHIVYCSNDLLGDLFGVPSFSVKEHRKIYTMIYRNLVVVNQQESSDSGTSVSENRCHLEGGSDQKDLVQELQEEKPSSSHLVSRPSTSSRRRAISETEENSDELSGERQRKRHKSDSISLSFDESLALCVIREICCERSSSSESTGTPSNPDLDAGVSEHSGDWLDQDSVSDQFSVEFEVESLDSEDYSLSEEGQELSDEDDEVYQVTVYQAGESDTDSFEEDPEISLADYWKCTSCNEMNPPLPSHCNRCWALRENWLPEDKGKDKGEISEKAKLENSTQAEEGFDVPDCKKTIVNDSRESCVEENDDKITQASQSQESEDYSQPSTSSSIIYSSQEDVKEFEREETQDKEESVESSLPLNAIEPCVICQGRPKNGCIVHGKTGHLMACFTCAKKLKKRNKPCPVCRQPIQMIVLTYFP
Numbers without * were called inactive; nt = not tested or not shown. An unsorted share of the library, and some 8.2% of all compounds hit somewhere here.

SMILES	XBP1 UPR activ	TIM10 inh	APJ ag	NALP3 yeast inh	tim10-1 inh	tim23-1 inh	NR3A LBD binder	CHOP UPR activ	Mdm2 MdmX PPI
CCn1c(=O)cc(C(=O)OC)sc1=Nc1ccc(F)c(F)c1	6	16	-1	0	20	30	7	8.0	19
CN1/C(=C/C2CC(=O)N(c3cccc4ccccc34)C2=O)C(C)(C)c2ccccc21 (stereo not drawn)	-2	39	-2	0	51*	41	-2	-1.5	19
O=C(CS(=O)(=O)c1ccc(F)cc1)N1CCN(c2ccccc2)CC1	4	-3	-7	1	-9	-3	3	0.9	10
Cc1cc(C)n2nc(SCc3ccccc3)nc2n1	3	17	-3	8	14	13	0	3.8	3
Cc1cccc(-n2c(CNC(=O)c3ccc(S(=O)(=O)N4CCCC4)cc3)n[nH]c2=S)c1	0	8	-1	21	-5	-7	1	0.0	13
Cc1oc2cc3oc(=O)c(CCC(=O)N4C[C@H]5C[C@@H](C4)c4cccc(=O)n4C5)c(C)c3cc2c1C	11	11	-3	9	6	21	-3	-0.3	4
O=C(COC(=O)c1ccccc1F)c1ccc(-n2nncc2-c2ccco2)cc1	3	5	-6	3	24	-8	-1	3.6	31
Cc1cc(C(=O)CN2C(=O)NC(c3ccccc3)(c3ccccc3)C2=O)c(C)n1Cc1ccccc1	-11	14	-3	12	-6	10	-1	-3.6	13
C[C@H](CO)N1C[C@H](C)[C@@H](CN(C)S(=O)(=O)c2ccccc2)Oc2c(NC(=O)CCC(F)(F)F)cccc2C1=O	2	-3	-2	15	-1	5	0	-2.3	21
Cc1nc([N+](=O)[O-])nn1C12CC3CC(CC(Cl)(C3)C1)C2	-3	8	-6	9	9	20	-3	1.9	14
COc1ccc(N2CCN(C(=O)c3ccc4c(=O)n(CCc5ccc(OC)c(OC)c5)c(=O)[nH]c4c3)CC2)cc1	-1	11	10	-4	8	3	1	0.7	12
Cc1ccc(S(=O)(=O)N2CCC(C(=O)N3CCCC3C(=O)N[C@@H](CC(C)C)C(=O)NCC(N)=O)CC2)cc1 (stereo partly drawn)	0	3	-1	-9	3	11	0	0.3	-8
CC1CCCC(C)N1C(=O)CSc1nc(N)c(-c2ccccc2)c(=O)[nH]1 (stereo not drawn)	0	11	-5	7	7	9	-15	-0.5	25
O=C(O)CCC(=O)NCC1OCCc2ccccc21 (stereo not drawn)	-3	13	-3	14	19	10	-1	-1.2	0
COc1ccc(C(=O)Nc2ccccc2C(=O)NC(Cc2ccc(O)cc2)C(=O)NNC(=O)c2ccccc2)cc1 (stereo not drawn)	-1	1	2	11	20	-1	-18	2.0	13
COc1ccc2c(c1)cc1n2CCN=C1N	0	11	-4	0	3	1	-2	-2.4	29
CC(C)(C)c1ccc(C(CC(=O)O)NC(=O)CSc2ccccc2)cc1 (stereo not drawn)	-4	-9	-1	9	12	13	0	-1.3	2
CC(=O)N1CCc2cc(S(=O)(=O)NC(Cc3ccccc3)C(=O)NCCN3CCCCC3C)ccc21 (stereo not drawn)	3	6	-4	-1	1	8	-1	4.5	1
Cc1c(CN2CCC(C)CC2)c(=O)n(-c2ccccc2)n1C	0	2	1	4	5	11	1	-1.2	-14
Cc1nc(=O)c(-c2ccccc2)c(C)n1-c1ccccc1	-5	-2	-5	16	-9	-2	-1	1.2	25
CC1Cc2nc(SCC(=O)NCCc3ccccc3)n(C)c(=O)c2S1 (stereo not drawn)	2	-6	-3	0	4	28	0	-2.6	13
CN(C)S(=O)(=O)c1cccc(NC(=O)CSc2nncn2C)c1	-2	19	-1	-3	7	10	0	-1.2	-40
O=C(O)c1ccccc1SCC(=O)N1CCCCC1	-2	-7	-3	10	-5	-14	1	4.0	10
O=C(CCS(=O)(=O)c1ccccc1)NCCS(=O)(=O)c1ccccc1	1	8	-1	19	0	8	1	0.7	10
Clc1ccc(-c2noc(CN3CCOCC3)n2)cc1	3	2	-1	16	-22	3	0	4.7	-19
CCCCNC(=O)Oc1cccc(N2CCCC2=O)c1	-4	-9	-4	6	-6	-8	0	-1.0	1
Cc1c(C(=O)NNS(=O)(=O)c2ccccc2)sc(=S)n1C	-1	7	1	6	-6	-12	1	-0.8	-17
Cc1ccc(Cl)cc1NC(=O)CN1CCN(S(=O)(=O)N2CCC(C)CC2)CC1	-2	4	-4	14	13	20	-1	1.2	7
CCCN(CCC)C(=O)Cn1c(=O)n(CCCCCC(=O)Nc2ccccc2)c(=O)c2sccc21	-3	-12	-2	5	5	5	0	-0.5	2
CC(C)N1CC(C(=O)Nc2ccc(C#N)cc2)CC1=O (stereo not drawn)	-2	2	-2	8	-10	2	-1	-0.8	-3

A portion from further up, for reference:
SMILES	XBP1 UPR activ	TIM10 inh	APJ ag	NALP3 yeast inh	tim10-1 inh	tim23-1 inh	NR3A LBD binder	CHOP UPR activ	Mdm2 MdmX PPI
COc1ccc(C(=O)Nc2ccccc2C(=O)NC(Cc2ccc(O)cc2)C(=O)NNC(=O)c2ccccc2)cc1 (stereo not drawn)	-1	1	2	11	20	-1	-18	2.0	13
COc1ccc2c(c1)cc1n2CCN=C1N	0	11	-4	0	3	1	-2	-2.4	29
CC(C)(C)c1ccc(C(CC(=O)O)NC(=O)CSc2ccccc2)cc1 (stereo not drawn)	-4	-9	-1	9	12	13	0	-1.3	2
CC(=O)N1CCc2cc(S(=O)(=O)NC(Cc3ccccc3)C(=O)NCCN3CCCCC3C)ccc21 (stereo not drawn)	3	6	-4	-1	1	8	-1	4.5	1
Cc1c(CN2CCC(C)CC2)c(=O)n(-c2ccccc2)n1C	0	2	1	4	5	11	1	-1.2	-14
Cc1nc(=O)c(-c2ccccc2)c(C)n1-c1ccccc1	-5	-2	-5	16	-9	-2	-1	1.2	25
CC1Cc2nc(SCC(=O)NCCc3ccccc3)n(C)c(=O)c2S1 (stereo not drawn)	2	-6	-3	0	4	28	0	-2.6	13
CN(C)S(=O)(=O)c1cccc(NC(=O)CSc2nncn2C)c1	-2	19	-1	-3	7	10	0	-1.2	-40
O=C(O)c1ccccc1SCC(=O)N1CCCCC1	-2	-7	-3	10	-5	-14	1	4.0	10
O=C(CCS(=O)(=O)c1ccccc1)NCCS(=O)(=O)c1ccccc1	1	8	-1	19	0	8	1	0.7	10
Clc1ccc(-c2noc(CN3CCOCC3)n2)cc1	3	2	-1	16	-22	3	0	4.7	-19
CCCCNC(=O)Oc1cccc(N2CCCC2=O)c1	-4	-9	-4	6	-6	-8	0	-1.0	1
Cc1c(C(=O)NNS(=O)(=O)c2ccccc2)sc(=S)n1C	-1	7	1	6	-6	-12	1	-0.8	-17

Next compounds follow.
SMILES	XBP1 UPR activ	TIM10 inh	APJ ag	NALP3 yeast inh	tim10-1 inh	tim23-1 inh	NR3A LBD binder	CHOP UPR activ	Mdm2 MdmX PPI
COc1cc(CN(C)C(C)C(=O)Nc2ccc([N+](=O)[O-])cc2Cl)ccc1OC(F)F (stereo not drawn)	-1	13	-1	20	11	16	2	1.8	23
Cn1c(SCCCC(=O)c2ccccc2)nnc1-c1ccncc1	-1	11	0	12	38	24	-3	1.1	17
Cc1ccc(S(=O)(=O)NNC(=S)Nc2cccc(C)c2C)cc1	-1	-19	-2	2	-6	7	-1	0.9	-14
COc1cccc(/C=N/NC(=O)c2ccccc2NC(=O)c2ccco2)c1OC	2	5	4	11	17	11	2	6.8	27
CCOc1ccccc1-c1nc(-c2cc3ccccc3nc2OC)no1	-1	10	-2	22	13	15	-6	0.3	22
C=CCOC(=O)C1=C[C@H](c2cn(C(C)=O)c3ccccc23)[C@@H](CCCO)[C@H](OCC)O1	-4	12	0	17	16	10	-2	0.0	14
CCc1nc2ccc(C(=O)NCCCN3CCN(c4ccccc4F)CC3)cc2nc1CC	-1	1	-3	18	-8	-21	-3	1.7	11
O=C(COc1cccc(NC(=O)c2cccs2)c1)c1ccc(F)cc1	-1	62*	0	15	46*	53*	13*	2.7	20
CCOCCOC(=O)COC(=O)c1ccccc1NC(=O)c1ccccc1	2	22	-4	25	24	5	1	-0.2	4
CC(=O)c1ccc(S(=O)(=O)NC2CC(=O)N(c3ccc(C)c(C)c3)C2)cc1 (stereo not drawn)	-1	-4	-4	8	2	7	0	-2.7	11
O=C1CSC(=S)N1c1cccc(O)c1	-4	2	-5	92*	11	35	-1	-1.6	4
COc1cc2c(cc1OC)C1=C(C#N)CN(C3CCCCC3)CN1CC2	5	5	0	5	30	20	-1	-1.1	19
CC(=O)Nc1cccc(C(=O)Nc2cccc3ncccc23)c1	-1	13	-1	16	7	3	0	0.7	15
O=C(NNc1ccc(Cl)cc1)c1cccs1	0	37	-16	26	-31	12	1	2.0	20
CC(C)(/C=N/O)N(O)C=C1C=CC(=O)C=C1	-2	12	-5	4	7	18	0	1.0	-40
COCCN1C=C2C(=O)C(C)(OC(=O)C3CCCC3)C(=O)C(c3ccccc3)=C2C=C1CCCC(=O)OC (stereo not drawn)	0	-4	12	2	-7	3	0	0.3	-1
Nc1ccccc1C(=O)NCC1(c2ccccc2)CCCC1	-3	-2	-2	-13	10	20	2	0.0	10
COCCN(C(=O)COC(=O)c1cccs1)c1c(N)n(Cc2ccccc2)c(=O)[nH]c1=O	-3	-1	-3	17	-15	3	0	1.6	10
COc1cc(CC(=O)OCC(=O)N2C(C)CCCC2C)cc(OC)c1OC (stereo not drawn)	0	1	-5	3	24	8	-3	1.2	-3
CCCOc1ccc(-c2nn(-c3ccccc3)cc2/C=C2\SC(N)=NC2=O)cc1	-2	2	-2	-3	11	-2	0	-2.9	15
O=C(NCCC1=CCCCC1)C(=O)NCc1ccncc1	-1	-2	-2	25	-5	10	-1	1.0	-19
C/C(=N\Nc1ncc(Br)cn1)c1cccc([N+](=O)[O-])c1	4	-2	0	51*	13	29	5	4.2	-1
Cc1cccc(CCN2CCC(C(=O)c3ccc(NS(C)(=O)=O)cc3)CC2)n1	-9	5	-4	21	-6	5	nt	-0.3	15
CC(NC(=O)c1ccc(C(=O)c2ccccc2)cc1)c1ccc(S(N)(=O)=O)cc1 (stereo not drawn)	-3	-3	-4	27	-12	-2	-1	-0.2	29
